Assay outcomes as filed in PubChem BioAssay.
DAX1 inh-1 – inhibits human nuclear receptor DAX1; HEK293 Gal4-DAX1 luciferase reporter, luminescence; inhibition, % at 6.75 µM; P51843; 0.99% of 340,000 active; AID 504766;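 active = inhibition above the mean over all tested compounds plus 3 SD, cut at about 4.2% in these data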;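 also: 0% = DAX1-transfected cells with DMSO and 100% = empty-vector control cells with DMSO; inhibition shows as a rise in luminescence from relieved DAX1 repression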
ADAM17 inh – ADAM17 inhibition, QFRET primary screen. P78536. inhibition, % at 6.95 µM. 0.83% of 370,000 active. recombinant ADAM17, EDANS/DABCYL FRET peptide cleavage;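 active = inhibition above the mean of compounds lying between control limits plus 3 SD, set per campaign, cut at about 8.5% in these data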;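 also: 0% = DMSO-only wells as the low control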
Target sequence (P78536 215-824 limits assumed): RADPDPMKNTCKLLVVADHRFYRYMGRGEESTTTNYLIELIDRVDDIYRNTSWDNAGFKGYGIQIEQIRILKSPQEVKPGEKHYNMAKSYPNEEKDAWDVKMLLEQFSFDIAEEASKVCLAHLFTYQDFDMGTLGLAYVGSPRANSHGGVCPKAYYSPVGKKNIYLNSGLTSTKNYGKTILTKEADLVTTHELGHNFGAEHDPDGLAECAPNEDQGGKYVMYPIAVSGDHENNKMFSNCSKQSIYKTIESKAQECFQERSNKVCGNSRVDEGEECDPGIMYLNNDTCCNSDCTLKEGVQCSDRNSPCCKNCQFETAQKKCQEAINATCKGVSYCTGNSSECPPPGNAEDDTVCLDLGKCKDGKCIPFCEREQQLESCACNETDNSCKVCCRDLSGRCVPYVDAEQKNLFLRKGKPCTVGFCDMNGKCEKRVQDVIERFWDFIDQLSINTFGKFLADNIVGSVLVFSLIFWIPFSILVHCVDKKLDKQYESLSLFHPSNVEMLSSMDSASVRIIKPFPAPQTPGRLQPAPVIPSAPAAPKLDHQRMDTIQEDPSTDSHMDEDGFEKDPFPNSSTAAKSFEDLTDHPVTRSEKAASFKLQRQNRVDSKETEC
hcDAF-12 act – activates DAF-12 receptor from parasite H. contortus; AID 652067; 1.4% of 370,000 active; HEK293 hcDAF-12 lit1-tk-luc reporter, luminescence; 0% DMSO, 100% Δ7-dafachronic acid; activation, % at 6.8 µM;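 active = activation above the mean of all tested compounds plus 3 SD, cut at about 5.5% in these data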;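 also: 100% = response to 3 µM Δ7-dafachronic acid high control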
PG9 binder – small molecules binding HIV-1 gp120 antibody PG9. inhibition, % at 6.7 µM. TR-FRET gp120-PG9 antibody binding. 0.43% of 360,000 active. AID 624416; in the data active = inhibition above about 8.5%
GC-A act – GC-A (human) enzyme activation | P16066 | HEK293 GC-A cells, cGMP TR-FRET, EC30 ANP; 0% at EC30 ANP, 100% saturating ANP | activation, % at 10 µM | 0.14% of 370,000 active; in the data active = activation above about 40%
SMARCA2 activ – increases SMARCA2 function in MMTV reporter cells; MG213 cells, MMTV-luciferase reporter, dexamethasone, overnight; activation, % at 9.1 µM; 1% of 370,000 active; AID 652017; in the data active = activation above about 7.8%;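 also: 0% = vehicle wells and 100% = reference activator wells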
FXN GAA850 act – increases GAA850 frataxin promoter reporter activity | HEK293 lucGAA850 FXN promoter luciferase reporter, 24 h; percent of 10 µM SAHA response | activation, % at 6 µM | 0.56% of 360,000 active | AID 540364;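 active = activation above the average of all compounds screened plus 3 SD, cutoff fixed separately per campaign, cut at about 7.5% in these data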;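 also: 0% = DMSO wells and 100% = 10 µM SAHA wells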
ADAM10 inh – ADAM10 inhibition, QFRET primary screen | O14672 | AID 720582 | recombinant ADAM10, EDANS/DABCYL FRET peptide cleavage, 3 h | 0.62% of 370,000 active | inhibition, % at 7 µM;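 active = inhibition above a per-campaign cutoff equal to the mean of compounds falling between control-based bounds plus 3 SD, cut at about 20% in these data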;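 also: 0% = DMSO wells while the 100% control is not disclosed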
Target sequence (O14672 214-748 limits assumed): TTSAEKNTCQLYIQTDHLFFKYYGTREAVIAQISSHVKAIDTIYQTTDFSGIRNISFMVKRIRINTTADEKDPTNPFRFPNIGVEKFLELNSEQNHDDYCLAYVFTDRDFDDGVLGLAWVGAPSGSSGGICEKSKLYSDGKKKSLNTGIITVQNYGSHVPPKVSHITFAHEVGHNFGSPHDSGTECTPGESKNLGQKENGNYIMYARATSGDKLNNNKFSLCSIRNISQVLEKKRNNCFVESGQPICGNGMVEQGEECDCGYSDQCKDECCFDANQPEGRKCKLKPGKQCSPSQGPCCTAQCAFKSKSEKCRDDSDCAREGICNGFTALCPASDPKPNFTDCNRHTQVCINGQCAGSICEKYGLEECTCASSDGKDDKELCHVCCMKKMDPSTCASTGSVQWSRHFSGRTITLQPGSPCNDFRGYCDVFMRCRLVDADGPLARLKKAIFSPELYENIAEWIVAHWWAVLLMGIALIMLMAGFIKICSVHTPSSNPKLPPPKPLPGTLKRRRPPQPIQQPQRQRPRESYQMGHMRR
ssDAF-12 act – S. stercoralis DAF-12 activation, primary screen; HEK293 ssDAF-12/GRIP1 lit1-tk-luc reporter, luminescence; % of 3 µM dafachronic acid response; 1% of 370,000 active; AID 652126; activation, % at 6.8 µM;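 active = activation above the mean over all tested compounds plus 3 SD, cut at about 0.9% in these data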;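 also: 0% = DMSO-only wells and 100% = 3 µM delta7-dafachronic acid wells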
DAX1 inh-2 – DAX1 (NR0B1) inhibition, primary screen. HEK293T StAR-luciferase reporter, SF-1/DAX-1 repression relief. inhibition, % at 6.8 µM. 1.1% of 370,000 active. AID 652010;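 active = inhibition above the mean over all tested compounds plus 3 SD, cut at about 3.6% in these data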;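 also: 0% = DAX-1 cells with DMSO and 100% = cells lacking DAX-1 with DMSO; higher inhibition means more luminescence from relief of DAX-1 repression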
hgDAF-12 ag – activates the H. glycines DAF-12 receptor ligand-binding domain; HEK293 GAL4-hgDAF12 UAS-luciferase reporter, agonist luminescence; normalized to butyrate control; activation, % at 6.8 µM; 1.8% of 370,000 active; AID 687014;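 active = activation above a cutoff set at the mean of all screened compounds plus 3 SD, cut at about 10% in these data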;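 also: 0% = DMSO wells and 100% = sodium butyrate wells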
An asterisk follows results filed as active; x = no result given. The order is random; about 6.8% have a hit in one of these screens.

molecule,GC-A act,DAX1 inh-1,ssDAF-12 act,hgDAF-12 ag,ADAM17 inh,FXN GAA850 act,DAX1 inh-2,ADAM10 inh,SMARCA2 activ,hcDAF-12 act,PG9 binder
COc1ccc(COC(=O)C2=C(C)NC(=O)NC2c2ccccc2F)cc1 (stereo not given),0.4,-1.4,-1.3,1.6,4.1,-0.3,-0.2,10.8,-0.3,-2.8,0.0
CCOC(=O)C1CCN(c2cc(=O)n(Cc3ccc(F)cc3)c(=O)[nH]2)CC1,-3.8,0.4,-0.9,-1.3,0.3,1.0,1.1,-4.1,0.1,1.7,-0.2
Cc1onc(-c2ccc(Cl)cc2Cl)c1-c1csc(N/N=C/c2ccccc2Cl)n1,-5.8,0.9,-1.3,2.4,1.7,-1.6,-0.3,7.4,0.0,2.5,-2.8
N#Cc1cccc(NC(=O)c2cc(C3CCCCN3C(=O)c3cccs3)on2)c1 (stereo not given),3.2,x,-1.1,0.5,-1.4,0.8,-1.0,3.7,-2.6,-1.6,-0.8
O=C(Nc1nnc(-c2cccs2)o1)C1CC1,11.4,0.6,-0.7,2.2,-16.8,0.2,0.8,-53.6,-4.7,0.5,-1.9
O=C(Nc1nnc(SCc2ccc(F)cc2)s1)C1CC(=O)N(c2ccc3c(c2)OCCO3)C1 (stereo not given),-6.0,-0.6,-1.8,-3.3,2.5,-6.3,-1.1,-3.1,-5.1,-2.6,-0.5
Cc1ccc(N2C(=O)CC(Sc3ncn[nH]3)C2=O)cc1C (stereo not given),-0.6,0.2,-1.1,1.3,-0.2,-0.6,0.0,1.5,-1.4,-1.0,-1.5
Cc1cc(C)c(S(=O)(=O)n2cnc3ccccc32)c(C)c1,-0.5,2.9,-1.5,-2.4,0.5,-1.4,-0.6,4.0,0.8,-0.1,-1.7
CCCCn1nnnc1C(c1cc2ccccc2o1)N1CCN(c2ccncc2)CC1 (stereo not given),-6.8,x,-1.0,-0.2,-0.4,x,-0.9,-3.9,2.3,-1.8,-1.4
COC(=O)c1c(-c2ccc(SC)cc2)sc2ccccc12,0.1,0.4,-0.7,4.1,-28.1,3.1,0.3,-136.4,3.5,-0.1,-0.8
CNC(=O)c1cc2cc(Cc3ccccc3Cl)ccc2oc1=O,12.6,0.0,-0.7,3.3,-9.5,1.5,0.0,-18.6,-2.3,0.6,4.1
Cc1c(Cl)cccc1NC(=O)Cc1ccc([N+](=O)[O-])cc1,-2.4,2.1,-1.1,-2.0,2.1,0.5,-0.2,5.5,1.5,-0.1,-2.1
O=C(NCc1ccccc1)c1cc(C2COCCN2C(=O)c2ccc3c(c2)CCO3)on1 (stereo not given),2.2,x,-1.0,-3.2,-0.9,0.9,0.0,-8.6,-2.2,-1.2,1.6
Cc1cccc(NS(=O)(=O)c2nnc(NC(=O)CC(C)C)s2)c1,0.8,2.9,-1.3,-1.2,-1.2,0.6,0.0,-10.4,-2.7,-2.3,-1.6
O=C(CCS(=O)(=O)c1cccc2nsnc12)NC1CCCCCC1,2.2,0.6,0.1,1.3,-4.5,0.3,0.7,-10.2,1.7,-1.1,1.9
Cc1scc(C(=O)N/N=C/c2ccc(OC(C)C)cc2)c1C,4.6,2.2,-0.2,5.4,-0.9,3.8,-0.1,4.1,1.0,0.9,-1.8
CC(C)CNc1cc(N2CCCC2)ccc1[N+](=O)[O-],2.3,-1.2,-1.2,-1.9,-4.1,3.2,-0.6,-3.1,-1.7,0.4,0.1
c1ccc2c(c1)N1CCCN=C1N2CCN1CCCCC1,-1.3,0.5,-1.6,2.3,-0.8,0.9,0.7,-6.4,-0.9,-0.7,-1.2
Cc1cccc(-c2nc(=S)c3c(o2)CCCC3)c1,-0.3,2.2,-0.9,9.3,-5.9,5.0,1.5,-9.1,5.4,4.8,0.8
COc1ccc(NC(=S)N2CCC(NC(=O)c3ccc(OC)cc3)CC2)cc1,0.2,-0.5,-1.6,-1.1,1.3,1.7,-0.5,-10.5,3.3,-1.8,0.3

Some of these compounds in order of length of the SMILES, ascending.
molecule,GC-A act,DAX1 inh-1,ssDAF-12 act,hgDAF-12 ag,ADAM17 inh,FXN GAA850 act,DAX1 inh-2,ADAM10 inh,SMARCA2 activ,hcDAF-12 act,PG9 binder
c1ccc2c(c1)N1CCCN=C1N2CCN1CCCCC1,-1.3,0.5,-1.6,2.3,-0.8,0.9,0.7,-6.4,-0.9,-0.7,-1.2
COC(=O)c1c(-c2ccc(SC)cc2)sc2ccccc12,0.1,0.4,-0.7,4.1,-28.1,3.1,0.3,-136.4,3.5,-0.1,-0.8
CC(C)CNc1cc(N2CCCC2)ccc1[N+](=O)[O-],2.3,-1.2,-1.2,-1.9,-4.1,3.2,-0.6,-3.1,-1.7,0.4,0.1

Continuation.
molecule,GC-A act,DAX1 inh-1,ssDAF-12 act,hgDAF-12 ag,ADAM17 inh,FXN GAA850 act,DAX1 inh-2,ADAM10 inh,SMARCA2 activ,hcDAF-12 act,PG9 binder
CCOc1ccc2nc(NC(=O)CSc3nc(-c4ccccc4)c(C#N)c(=O)[nH]3)sc2c1,1.6,0.3,-1.1,10.0,-0.1,1.3,1.0,-0.1,4.4,1.0,0.2
CCCN(Cc1nnc(-c2ccccc2Cl)o1)C(=O)c1cc(S(=O)(=O)N2CCOCC2)ccc1F,-3.9,-1.2,-1.3,1.4,-0.5,0.6,-1.9,-4.0,-1.3,-1.3,0.1
CC1(/[N+]([O-])=C/c2ccc(Cl)cc2Cl)CCCCC1=O (stereo not given),-0.5,x,-1.4,1.5,-3.2,1.0,0.1,-6.8,-1.2,-2.6,-0.4
COc1ccc(CCN2C(=O)CC(NNc3ccc([N+](=O)[O-])cc3)C2=O)cc1OC (stereo not given),-4.7,-0.8,-1.7,3.9,-0.9,0.7,-0.8,2.8,-2.4,-0.5,-0.5
OC1CCCN(CC(O)c2ccccc2)C1 (stereo not given),4.2,3.3,-0.4,-1.0,2.2,-0.3,0.3,-0.5,-1.4,1.5,-2.2
CC(=O)Nc1ccc(S(=O)(=O)N2CCC3(CC2)OCCO3)cc1,2.3,-0.2,-0.8,-0.1,-4.9,0.0,-1.5,4.2,2.5,-1.8,-1.6
CCN(CC(=O)Nc1ccc(NC(C)=O)cc1)C(=O)c1c(-c2c(F)cccc2Cl)noc1C,1.6,-0.3,-1.4,-2.8,-0.9,-1.4,-0.1,10.5,6.2,0.4,1.4
O=C(NCC(=O)N(c1cnc2ccccc2c1)C(C(=O)NC1CCCC1)c1ccncc1)c1ccco1 (stereo not given),-1.3,2.5,-0.8,0.6,-8.1,0.4,-0.6,-11.3,-3.7,0.8,-1.1
CCOC(=O)c1sc2nc(C)nc(NC3CCC(O)CC3)c2c1C (stereo not given),25.1,-0.1,-0.8,-1.7,-24.9,0.7,-0.2,-63.7,-1.2,-1.5,-2.0
NC(Cc1ccc(C(F)(F)F)cc1)c1csc(Nc2nccc(C(F)(F)F)n2)n1 (stereo not given),1.7,x,-1.2,0.0,0.8,-0.5,-0.7,-5.3,-2.3,-0.7,-2.6
O=S(=O)(N/N=C1/CC(c2ccccc2)Oc2ccccc21)c1ccc(Br)cc1 (stereo not given),1.5,3.3,-1.2,2.2,-5.7,2.7,0.3,-27.4,0.8,1.6,-1.3
Nc1nc2ccc(Cl)cc2[nH]1,-0.2,-0.8,-0.2,-0.3,-0.1,1.0,-0.2,-4.8,0.7,1.5,0.8
Cc1nc(C(=O)O)nn1-c1ccc([N+](=O)[O-])cc1,3.6,-0.2,-0.8,1.1,3.9,1.8,-0.4,6.7,-2.5,-1.5,-2.2
CCOC(=O)CCSc1cc(C)c2ccccc2n1,0.5,-0.6,-1.7,-0.5,-1.4,0.6,0.3,8.7,2.1,0.4,2.3
COc1cn(-c2ccccc2)nc1C(=O)NCc1ccccc1,6.2,-1.1,-1.5,-0.1,-3.7,0.8,0.3,-18.8,-2.0,-1.4,0.2
CCN(CC(=O)Nc1ccc(OC)cc1)C(=O)c1cc(S(=O)(=O)N2CCOCC2)ccc1N1CCCC1,1.5,-2.0,-1.4,-1.3,-1.7,1.9,-2.2,-1.5,0.8,-0.4,-1.2
CCSC1=C(C#N)C2(CCCCC2)C(C#N)C(=O)N1 (stereo not given),1.3,1.4,-1.7,1.6,1.7,-0.1,0.1,13.5,3.9,1.0,-0.3
CC(C)(C)c1cc(CCC(=O)N2CCCC2)cc(C(C)(C)C)c1O,3.1,-0.1,-1.8,1.6,0.3,2.3,-1.1,-1.6,1.2,-0.9,-1.3
N#C/C(=C\c1c(N2CCC(C(N)=O)CC2)nc2ccccn2c1=O)S(=O)(=O)c1ccc(Cl)cc1,13.9,0.3,-1.4,-3.4,-3.4,2.1,-0.1,-6.1,-0.7,0.5,-0.4
C[C@H]1[C@@H](Cc2cc(Cl)cc(Cl)c2)N(c2ccccc2)c2ccccc2CN1Cc1ccccc1,-4.7,x,-0.7,4.1,0.7,x,5.0*,-30.9,-4.9,-0.2,1.1
COC(=O)c1ccc2nc(-c3ccccc3)c(Cc3ccc(C)cc3)n2c1,29.8,x,0.9*,6.3,-20.0,x,2.3,-73.6,5.2,5.0,-0.3
Cc1nc2ccccn2c1C(=O)N/N=C/c1ccc([N+](=O)[O-])o1,-9.4,-4.0,-2.7,-7.0,-2.6,0.7,-4.5,-6.4,-2.0,-1.9,-8.2
Cc1ccccc1CC1(CO)CCCN(Cc2c(C)nn(C)c2Cl)C1 (stereo not given),-7.2,-0.6,-1.1,0.4,1.0,0.6,-0.3,-0.4,2.9,-1.4,-1.4
Cc1cc(C)n(-c2cc(N3CCN(S(=O)(=O)c4ccc(Br)cc4)CC3)ccc2[N+](=O)[O-])n1,-9.0,-3.1,-1.8,-1.1,7.2,-4.2,0.3,14.1,0.7,-4.0,-0.5
CC(C)NS(=O)(=O)c1ccc(OCC(=O)NCc2ccccc2)cc1,2.9,0.6,-1.4,-1.8,-2.8,2.0,0.1,2.0,0.9,-1.4,-0.6
COC(=O)[C@]12C=CCN1[C@@H](c1ccc(OC)c(OC)c1)c1c(c3ccccc3n1S(=O)(=O)c1ccc(C)cc1)C2,-3.4,x,-1.3,0.6,3.4,x,-1.4,-1.9,-2.7,5.8*,x
CCCn1cnc2sc(C(N)=O)c(C)c2c1=O,4.5,2.9,-1.1,-2.6,0.6,1.8,-0.1,-10.1,-3.5,-0.8,-0.2
CCc1c(C)c(C#N)c2nc3ccccc3n2c1-n1nc(C)cc1C,1.8,1.1,-0.9,-1.0,-4.2,1.3,0.6,-5.5,-0.7,-2.5,0.5
CC(=O)C1=C(O)C(=O)N(C)C1c1ccccc1F (stereo not given),-2.2,1.2,-0.9,0.0,-3.4,2.0,0.5,-9.1,-0.8,0.0,1.0
COc1ccc(C2C(C(=O)N3CCCC3)c3cc(OC)c(OC)cc3C(=O)N2C)cc1 (stereo not given),-1.3,0.0,-1.2,-0.4,1.8,3.0,0.0,4.8,-3.3,-0.7,-1.6
Fc1ccc(-c2cn(-c3ccccc3)c3[n+]2CCS3)cc1,7.9,-0.4,-1.8,-4.0,-2.5,-0.6,0.2,-2.2,-8.4,-0.9,1.2
Cc1ccc(NC(=O)C2CCN(C(=O)N3CCOc4ccccc43)CC2)cc1,0.3,1.5,-1.7,-1.7,1.7,-0.6,1.4,-4.0,-3.1,-4.0,-1.6
CCOC(=O)C1CCN(S(=O)(=O)c2c(C(=O)N3CCCCC3)c(C)n(C)c2C)CC1,-2.3,0.2,0.3,-2.6,-2.7,2.6,0.0,-1.6,-0.7,-0.1,-0.8
